Screens (PubChem)
DAGLB inh: blocks human DAGLB lipase activity; Q8NCG7; HEK293T DAGLB membrane lysate, EnzChek fluorogenic substrate; inhibition, % at 5.17 µM; 0.059% of 340,000 active; AID 504411; in the data active = inhibition above about 34%;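 note: 0% = enzyme with vehicle and 100% = wells lacking enzyme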
Target sequence (Q8NCG7 whole entry, looked up): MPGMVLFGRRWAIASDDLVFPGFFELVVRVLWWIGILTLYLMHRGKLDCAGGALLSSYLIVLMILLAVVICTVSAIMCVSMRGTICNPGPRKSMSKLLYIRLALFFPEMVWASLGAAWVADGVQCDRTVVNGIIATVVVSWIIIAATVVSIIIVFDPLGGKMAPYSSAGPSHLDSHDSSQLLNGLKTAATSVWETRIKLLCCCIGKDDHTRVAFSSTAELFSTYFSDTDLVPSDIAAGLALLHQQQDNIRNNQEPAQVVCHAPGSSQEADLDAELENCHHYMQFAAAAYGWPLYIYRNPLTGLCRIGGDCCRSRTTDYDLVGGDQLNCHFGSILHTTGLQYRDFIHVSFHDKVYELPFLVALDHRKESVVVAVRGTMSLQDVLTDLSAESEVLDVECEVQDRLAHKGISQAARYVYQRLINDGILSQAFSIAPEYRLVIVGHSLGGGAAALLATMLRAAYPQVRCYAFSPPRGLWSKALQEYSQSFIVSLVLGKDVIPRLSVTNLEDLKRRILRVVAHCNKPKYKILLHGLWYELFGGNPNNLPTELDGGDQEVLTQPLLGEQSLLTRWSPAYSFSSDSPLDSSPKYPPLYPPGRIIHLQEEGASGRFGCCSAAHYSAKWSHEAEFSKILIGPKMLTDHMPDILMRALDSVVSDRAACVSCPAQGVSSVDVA
Ecoli viability: bacterial growth inhibition, counter-screen for AddAB inhibitors | E. coli V3065 growth, OD600 absorbance, 18 h | 0.27% of 330,000 active | AID 449728 | inhibition, % at 11.9 µM;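 active = inhibition above the campaign's mean inhibition across all tested compounds plus 3 SD, cut at about 9.9% in these data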;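 note: uninfected addAB+ strain grown without phage in ampicillin broth; 0% = DMSO wells and 100% = ciprofloxacin 0.95 µg/ml wells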
PfHsp90 yeast 2: reduces growth (ATP signal) of yeast expressing P. falciparum Hsp90 | 0.32% of 310,000 active | AID 504621 | S. cerevisiae expressing PfHsp90, BacTiter-Glo ATP, 48 h; yeast lacking PDR1 and PDR3 efflux regulators | inhibition, % at 9.4 µM;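 active = every replicate shows inhibition above about 80%, whatever the replicate mean, limit read from the data; inconclusive = mean inhibition reaches the set limit but some replicate falls short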;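 note: 0% = DMSO neutral controls and 100% = 20 µM radicicol positive controls; yeast relying on Plasmodium falciparum Hsp90 in place of its own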
Tat export inh: inhibitors of E. coli Tat protein transport | AID 488895 | 0.036% of 340,000 active | E. coli MC4100 TorA-mCherry Tat export, fluorescence | inhibition, % at 10 µM;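 active = mean replicate inhibition at least 50% and at least half of replicates individually reaching 50%; inconclusive = only one of the two criteria met; inactive = neither criterion met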;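 note: exported cargo escapes ClpAP degradation while cytoplasmic cargo is degraded and loses fluorescence; 0% = median of neutral control wells and 100% = median of NaSCN control wells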
Rtt109 HAT inh: C. albicans Rtt109 histone acetyltransferase inhibition. purified Rtt109/Vps75, ThioGlo CoA-SH fluorescence, 4 h. inhibition, % at 34.9 µM. 0.16% of 330,000 active;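 active = inhibition of at least 50% in every replicate; inconclusive = best replicate reaches 50% inhibition but some replicates fall short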
Target sequence (Q5AAJ8 whole entry, looked up): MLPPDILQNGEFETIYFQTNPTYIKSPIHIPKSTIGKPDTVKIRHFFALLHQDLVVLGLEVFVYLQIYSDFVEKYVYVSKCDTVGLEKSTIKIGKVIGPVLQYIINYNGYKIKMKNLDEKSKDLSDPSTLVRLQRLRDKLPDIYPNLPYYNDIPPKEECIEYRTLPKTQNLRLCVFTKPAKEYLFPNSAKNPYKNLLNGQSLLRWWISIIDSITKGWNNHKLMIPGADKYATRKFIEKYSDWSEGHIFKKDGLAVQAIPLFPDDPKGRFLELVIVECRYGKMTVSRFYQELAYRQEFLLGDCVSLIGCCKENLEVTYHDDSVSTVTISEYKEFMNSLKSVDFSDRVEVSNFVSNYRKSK
Wnt act: activators of Wnt/beta-catenin signaling; 1.2% of 300,000 active; Wnt/beta-catenin reporter cell assay, activator, plate reader; AID 743398; activation, % at 9.35 µM; in the data active = activation above about 30%, passing the limit was not always enough; inconclusive = no clear call, values can overlap the other calls;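 note: 0% = neutral control wells and 100% = positive control wells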
phage Ecoli inh: E. coli growth loss with phage present; growth absorbance; inhibition, % at 11.9 µM; 0.26% of 360,000 active; AID 651602; in the data active = inhibition above about 11%
AddAB inh: less growth of phage-infected E. coli with AddAB. 0.29% of 330,000 active. inhibition, % at 11.9 µM. E. coli expressing H. pylori AddAB, absorbance growth. AID 435030; in the data active = inhibition above about 12%;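 note: 0% = vehicle wells of infected cells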
PvdQ inh: blocks Pseudomonas aeruginosa PvdQ acylase activity; purified PvdQ acylase, fluorescence plate reader; inhibition, % at 10 µM; 0.063% of 340,000 active; in the data active = inhibition above about 30%, passing the limit was not always enough; inconclusive = no clear call, values can overlap the other calls;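 note: 0% = vehicle neutral wells and 100% = reference inhibitor wells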
CAL PDZ inh: inhibitors of human CAL PDZ peptide binding. Q9HD26. purified CAL PDZ, TMR-peptide fluorescence polarization, 1 h. inhibition, % at 20 µM. 0.02% of 330,000 active;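 active = highest replicate inhibition of at least 40%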;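 note: plate controls were DMSO neutral control wells for no effect and unlabeled competitor peptide control wells for full effect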
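System: tagged CAL PDZ domain. Schedule: 1 h room-temperature incubation prior to read. Signal: fluorescence polarization (mP). Measure: percent inhibition from loss of millipolarization.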
The depositor's hits bear a star; ? = inconclusive; . = not tested or not shown.

Each structure is followed by: PfHsp90 yeast 2	Wnt act	Ecoli viability	Tat export inh	Rtt109 HAT inh	phage Ecoli inh	DAGLB inh	PvdQ inh	AddAB inh	CAL PDZ inh
Cc1ccc(C(=O)OCC(=O)NCc2ccco2)cc1S(=O)(=O)N1CCOCC1
→ 6	2	1.4	-5	-4	0.7	-1	-3	0.2	-2.7
COc1ccc(Cc2nc(-c3ccccn3)no2)cc1
→ 19	30	-1.4	-5	-12	-0.3	-3	-11	2.2	-1.1
CC(C(=O)Nc1ccccc1Sc1ccccc1)N(c1ccccc1)S(C)(=O)=O (stereo not drawn)
→ 0	.	-3.1	12	8	1.3	-8	9	-2.7	-0.4
CCN(CC)S(=O)(=O)c1cc(C(=O)OCC(=O)Nc2c(F)cccc2F)ccc1F
→ 14	.	0.3	-188	5	4.2	-3	-20	0.9	0.0
CC1CC(C)CN(C(=O)CSc2nc3ccsc3c(=O)n2Cc2ccccn2)C1 (stereo not drawn)
→ .	.	0.5	10	4	2.0	-2	-1	1.3	-0.5
Cc1ccc(-c2nc(CSc3nc4ccccc4c(=O)n3CCO)cs2)cc1
→ -13	1	-0.2	5	26	3.6	-4	7	0.8	-3.1
O=C(CNc1cccc(S(=O)(=O)N2CCOCC2)c1)Nc1cccc(Br)c1
→ -5	-5	-0.8	-4	1	2.6	0	-27	-0.3	-2.2
O=C1CCC(C(=O)Nc2cccc(S(=O)(=O)Nc3ccccc3F)c2)=NN1
→ .	0	1.8	-9	0	-2.1	-1	-8	1.0	0.0
Cc1cc(C)c2c(CN3CCN(C/C=C/c4ccccc4)CC3)cc(=O)oc2c1
→ .	.	0.6	9	?	-0.1	-2	-8	1.2	-2.2
Cc1ccc(NC(=O)CSCc2cc(=O)n3ccsc3n2)cc1
→ -2	.	4.0	2	7	.	-2	3	0.7	-1.1
Cc1cccc(NC(=S)N(Cc2cccc(Br)c2)CC2CCC(C(=O)O)CC2)c1 (stereo not drawn)
→ -2	-1	-1.7	-4	5	0.0	0	-7	-1.7	-0.5
CCOC(=O)[C@H]1[C@H]2COc3cc(OC)ccc3[C@@H]2N2C(=O)N(c3cccc(Cl)c3)C(=O)[C@@]12C
→ -9	.	-0.9	1	1	.	-11	0	4.7	0.1
O=C(CN1CCN(c2ncccn2)CC1)N1CCCC1
→ -14	0	2.2	-2	12	0.9	0	-15	-3.3	-0.5
COc1cc2c(cc1OC)C(=O)Cc1ccc3c(c1CN(C)CC2)OCO3
→ 10	-1	0.0	2	-4	4.3	-3	-17	4.2	-0.1
COc1ccc(S(=O)(=O)N2CCOCC2)cc1NC(=O)CCOc1ccc(C(C)(C)C)cc1
→ 12	-1	.	9	-2	-6.5	-2	-4	.	-3.3
CCC(C)(C)NC(=O)C(OC(=O)c1ccco1)c1ccccc1F (stereo not drawn)
→ 4	-1	-0.7	0	7	-0.1	-5	2	-1.5	.
O=C(Nc1ccccc1)C1=C[C@H](C2CC2)C[C@H](OCCCCO)O1
→ 1	12	-0.8	-2	0	0.2	-4	0	0.8	0.6
S=c1[nH]nc(COc2ccc(Cl)cc2)n1Cc1ccco1
→ 20	0	-0.2	-1	1	3.1	2	3	0.7	-0.1
COc1ccc(C)cc1NC(=O)c1cccc(C(=O)Nc2cc(C)ccc2OC)c1
→ 19	1	-0.4	8	2	0.7	-5	-5	0.2	1.8
CCOC(=O)C(NC(C)=O)(Nc1ccc(S(=O)(=O)Nc2ccncn2)cc1)C(F)(F)F (stereo not drawn)
→ -20	.	1.0	-5	-8	-0.9	2	-14	4.4	0.0
O=C(COc1ccc(Cl)cc1)NNC(=O)c1ccc(=O)[nH]c1
→ -10	-4	-2.8	19	1	-0.1	-1	-26	-1.0	-0.7
COc1ccc(CCC(=O)NNC(=O)c2cc(Cl)ccc2OC)cc1
→ 18	-1	0.8	0	1	1.9	-1	-11	2.8	-1.2
CS(=O)(=O)c1ccccc1C(=O)Nc1nc2ccccc2[nH]1
→ 5	1	0.6	-2	-15	3.7	2	-10	-0.5	-1.9
COc1ccccc1/C=C1\SC(=S)N(CC(=O)NC2CCS(=O)(=O)C2)C1=O (stereo not drawn)
→ 4	-1	0.3	7	-3	-0.5	-5	-9	3.9	-1.1
CS(=O)(=O)c1ccc(C(=O)Nc2cc(-c3ccccc3)nn2-c2ccccc2)cc1
→ -3	0	3.8	-9	8	2.7	-4	-1	1.6	-0.4
COCc1ccc([C@@H]2C[C@H]3CN(Cc4cccnc4)C(=O)[C@]34CCCN24)o1
→ -13	0	1.1	-6	6	2.8	-2	-12	0.9	-1.5
O=C(CCN1N=C(c2ccccc2)CCC1=O)NCCCN1CCOCC1
→ 6	-1	-0.8	-1	1	2.4	-2	-12	1.4	-0.7
CCCOc1ccc(C(=O)NNC(=S)NC(=O)c2ccccc2)cc1
→ 25	-3	4.4	-1	-6	-0.5	0	14	-0.8	-0.7
CCCCN(C(=O)c1[nH]c(C)c(C(C)=O)c1C)c1c(N)n(CCCC)c(=O)[nH]c1=O
→ -11	-1	-1.3	-4	3	3.2	-1	-17	-0.3	-0.8
CCOc1c2ccc(C(=O)NCCCCc3ccccc3)cc2nn1CC
→ .	-3	0.2	-17	9	3.9	-3	1	0.8	0.8
Cc1cc(C(=O)CSc2nnc(-c3cccnc3)n2-c2ccccc2F)c(C)n1C
→ 4	-4	0.4	3	4	2.8	1	-15	2.6	-0.7
CCCCNC(=O)CCn1c(=S)[nH]c2cc3c(cc2c1=O)OCO3
→ -5	.	-1.2	8	-3	0.9	0	-4	0.8	-0.9
O=C(N/N=C/c1cccc(Cl)c1)C1CCCC1
→ 2	8	2.3	-4	-3	-1.5	0	0	0.6	-1.5
O=C(Cc1ccc(NC(=O)C2CCN(C(=O)C3CCC3)CC2)cc1)Nc1ccc(C(=O)N2CCOCC2)cc1
→ -9	-2	.	-5	1	-1.0	-2	-2	.	-0.1
COc1cc(/C=C/C(=O)OCC(=O)N2c3ccccc3CC2C)cc(OC)c1OC (stereo not drawn)
→ .	-5	0.5	11	26	0.0	-4	-5	-0.5	-1.2
Cc1cccc(Nc2nc(N)nc(CCl)n2)c1
→ -6	7	0.7	-1	-1	1.8	2	-15	2.7	-0.7
CS(=O)(=O)N(CC(=O)O)c1ccc(C23CC4CC(CC(C4)C2)C3)cc1
→ 4	-1	-0.6	6	-19	-0.2	-1	1	1.2	-0.5
COc1ccc(CNC(=O)C2CCN(S(=O)(=O)c3ccc4c(c3)N(C(C)=O)CCO4)CC2)cc1
→ 15	-3	-0.4	0	-4	0.6	0	-11	-0.1	-0.2
CCOC(=O)CSc1nnc(CNC(=O)c2ccc([N+](=O)[O-])cc2)n1C
→ -20	2	-2.3	?	14	-1.3	-1	3	-1.0	0.5
C#CCNC(=O)C1=C[C@H](c2cn(C(C)=O)c3ccccc23)[C@@H](CCCO)[C@H](OCC)O1
→ 12	-1	-0.9	-3	-2	4.3	0	-19	2.8	-0.2
COC/C=C/C1=CC2=CC(=O)C(C)(OC(=O)c3cnc4ccccc4n3)C(=O)C2=CN1C(CO)CO (stereo not drawn)
→ .	-6	1.4	2	1	0.1	-3	-7	0.6	-1.0
Fc1ccc(-[n+]2nc(Nc3ccccc3)sc2-c2cccc(Cl)c2Cl)cc1
→ 3	1	0.4	-8	6	0.6	-6	-6	-2.7	-0.6
CSc1nc2ccccc2c(=O)n1C1CCOC(C)(C)C1 (stereo not drawn)
→ -10	1	0.6	4	-3	2.4	-8	-8	1.0	-0.7
CCCCCCC(=O)N=Nc1c(O)[nH]c2ccc([N+](=O)[O-])cc12
→ 10	-5	0.3	6	-2	4.3	0	-16	0.9	-0.2
CC(=O)Nc1ccc(Oc2cc(C#N)c(C#N)cc2N2CCOCC2)cc1
→ -12	.	0.7	-5	-9	1.2	-1	-14	3.6	-1.3
CCC(C)N(C(=O)CCC(=O)Nc1cc(C)on1)C(C(=O)NC(C)(C)C)c1ccccc1Cl (stereo not drawn)
→ -10	-2	-0.4	-1	2	2.6	0	-14	1.9	-2.4
CCN(C(=O)COC(=O)c1cc(S(=O)(=O)N2CCc3ccccc32)ccc1OC)C1CCS(=O)(=O)C1 (stereo not drawn)
→ -9	-1	1.5	5	4	4.6	-1	18	0.5	0.7
CN1C(=O)CSc2ccc(C(=O)O)cc21
→ 30	0	1.5	4	8	0.9	-1	-8	5.1	-0.3
COC(=O)CN1C(=O)COc2ccc(S(=O)(=O)N3CCCCCC3)cc21
→ -16	-2	-1.3	-1	-5	3.5	-1	-8	3.7	4.4
COc1ccc(C(=O)N2CC3(C)CC2CC(C)(C)C3)cc1OC (stereo not drawn)
→ -10	.	0.1	-7	25	0.5	-4	10	1.9	-0.1
O=C(CCOc1ccccc1)Nc1ccccc1F
→ 34	.	0.8	-1	1	.	-1	-6	1.2	-0.1
CCCS(=O)(=O)N1CCC(C(=O)NCCCOC)CC1
→ 20	.	0.8	-2	-17	-0.1	1	-11	1.7	-0.2
COc1cccc(OCCCCCCN2CCOCC2)c1
→ -1	.	-1.4	1	7	3.4	-3	-7	2.1	0.6
Cn1c(CN2CCCCC2)nc2cc(NC(=O)c3cccc(Br)c3)ccc21
→ 2	.	0.0	-5	1	0.4	-1	0	-1.7	-1.7
CCn1cnc2scc(-c3ccc(OC)cc3)c2c1=O
→ 20	-1	-1.4	-1	-6	1.5	-4	-2	2.0	-0.5
CC1CCCN(CCOCCSc2ccccc2)C1 (stereo not drawn)
→ 0	-2	0.3	-5	13	5.2	0	9	6.3	-0.6
CCc1ccc(OCC(=O)N/N=C/c2cc([N+](=O)[O-])ccc2N2CCCCCC2)cc1
→ -2	-8	-0.2	-5	0	2.4	2	7	-0.7	-0.5
COCCNC(=O)c1cccc(C)c1[N+](=O)[O-]
→ -3	.	-0.7	4	-2	4.8	0	-15	0.2	0.4
CC(=O)c1cccc(NC(=O)NC2CC3CCCC(C2)N3CC(C)C)c1 (stereo not drawn)
→ 7	-1	1.6	2	7	2.8	0	4	-1.2	-1.8
O=C(NNc1nc(N2CCCC2)nc(N2CCCC2)n1)c1ccccc1
→ 17	-5	.	-3	-2	0.2	-3	-6	.	0.2

Additional results:
Each structure is followed by: PfHsp90 yeast 2	Wnt act	Ecoli viability	Tat export inh	Rtt109 HAT inh	phage Ecoli inh	DAGLB inh	PvdQ inh	AddAB inh	CAL PDZ inh
CCC1(CC)NC(=S)N(Nc2ccccc2)C1=O
→ 9	6	-1.1	10	0	-0.2	2	9	2.3	-2.6
COc1ccc(N(CC(=O)N2CCOCC2)S(C)(=O)=O)cc1
→ 7	2	1.6	0	-2	2.1	-1	6	3.9	.
Cc1cccc(C)c1NS(=O)(=O)c1ccc2c(c1)C(=O)c1ccccc1C2=O
→ -19	-1	0.1	-2	.	1.7	1	9	0.2	-2.2
CCCCCC(=O)NC(=S)NC1C2CC3CC(C2)CC1C3 (stereo not drawn)
→ -23	8	0.2	4	-10	3.2	-15	-1	3.3	-1.0

Random excerpt: two records from the list
Each structure is followed by: PfHsp90 yeast 2	Wnt act	Ecoli viability	Tat export inh	Rtt109 HAT inh	phage Ecoli inh	DAGLB inh	PvdQ inh	AddAB inh	CAL PDZ inh
CCC1(CC)NC(=S)N(Nc2ccccc2)C1=O
→ 9	6	-1.1	10	0	-0.2	2	9	2.3	-2.6
COc1ccc(N(CC(=O)N2CCOCC2)S(C)(=O)=O)cc1
→ 7	2	1.6	0	-2	2.1	-1	6	3.9	.

No enrichment for hits; about 1.9% have a hit in one of these screens.
